GAA850 FXN act = FXN promoter activators, primary screen, cell-based, luciferase luminescence, HEK293 lucGAA850; hit rate 0.56% among 360,000; AID 540364, 2011; activation, % at 6 µM; HEK293 lucGAA850 FXN promoter luciferase reporter, 24 h; percent of 10 µM SAHA response;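 active means activation above the average of all compounds screened plus 3 SD, cutoff fixed separately per campaign, cut at about 7.5% in these data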;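 further: 0% = DMSO wells and 100% = 10 µM SAHA wells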
ADAM17 inh = ADAM17 inhibitors, primary screen, biochemical, QFRET; Disintegrin and metalloproteinase domain-containing protein 17 (Homo sapiens), P78536; recombinant ADAM17, EDANS/DABCYL FRET peptide cleavage; inhibition, % at 6.95 µM; hit rate 0.83% among 370,000;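 active means inhibition above the mean of compounds lying between control limits plus 3 SD, set per campaign, cut at about 8.5% in these data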;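 further: 0% = DMSO-only wells as the low control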
Target sequence (P78536 215-824 limits assumed): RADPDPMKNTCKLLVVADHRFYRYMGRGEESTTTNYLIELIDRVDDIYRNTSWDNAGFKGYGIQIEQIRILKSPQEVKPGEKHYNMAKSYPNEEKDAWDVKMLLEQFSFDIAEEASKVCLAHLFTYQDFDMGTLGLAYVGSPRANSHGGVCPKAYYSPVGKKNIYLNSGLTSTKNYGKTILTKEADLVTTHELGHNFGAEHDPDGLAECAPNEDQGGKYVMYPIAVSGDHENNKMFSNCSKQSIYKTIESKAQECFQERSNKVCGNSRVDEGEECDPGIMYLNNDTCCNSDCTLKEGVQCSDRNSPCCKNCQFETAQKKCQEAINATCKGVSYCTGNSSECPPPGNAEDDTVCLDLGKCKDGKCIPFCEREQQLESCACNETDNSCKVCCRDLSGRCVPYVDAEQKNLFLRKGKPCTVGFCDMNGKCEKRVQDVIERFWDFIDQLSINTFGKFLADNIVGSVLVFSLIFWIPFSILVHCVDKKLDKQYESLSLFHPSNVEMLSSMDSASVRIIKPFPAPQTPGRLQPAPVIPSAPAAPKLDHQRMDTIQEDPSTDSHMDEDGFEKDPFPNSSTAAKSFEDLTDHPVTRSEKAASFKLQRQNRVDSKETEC
hgDAF-12 ag = H. glycines DAF-12 receptor agonists, primary screen, cell-based, luminescence, HEK293, GAL4 fusion, UAS-luciferase. Nuclear hormone receptor DAF-12 (Heterodera glycines), GAL4 fusion. HEK293 GAL4-hgDAF12 UAS-luciferase reporter, agonist luminescence; normalized to butyrate control. activation, % at 6.8 µM. hit rate 1.8% among 370,000. AID 687014, 2013;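 active means activation above a cutoff set at the mean of all screened compounds plus 3 SD, cut at about 10% in these data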;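 further: 0% = DMSO wells and 100% = sodium butyrate wells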
DAX1 inh-1 = DAX1 (NR0B1) inhibitors, primary screen, cell-based, HEK293, Gal4-DAX1, luciferase luminescence. Nuclear receptor subfamily 0 group B member 1 (Homo sapiens), P51843. HEK293 Gal4-DAX1 luciferase reporter. inhibition, % at 6.75 µM. hit rate 0.99% among 340,000. AID 504766, 2011;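 active means inhibition above the mean over all tested compounds plus 3 SD, cut at about 4.2% in these data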;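 further: 0% = DAX1-transfected cells with DMSO and 100% = empty-vector control cells with DMSO; inhibition shows as a rise in luminescence from relieved DAX1 repression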
Target sequence (P51843 207-470 limits assumed): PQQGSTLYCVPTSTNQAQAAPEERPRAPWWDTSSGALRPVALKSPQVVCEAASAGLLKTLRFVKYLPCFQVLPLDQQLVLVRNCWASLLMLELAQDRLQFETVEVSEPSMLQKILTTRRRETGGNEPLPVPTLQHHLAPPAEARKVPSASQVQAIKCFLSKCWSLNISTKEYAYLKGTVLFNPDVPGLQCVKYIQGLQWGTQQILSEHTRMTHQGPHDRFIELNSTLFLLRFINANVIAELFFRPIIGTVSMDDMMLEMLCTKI
sPLA2-III inh = human group III sPLA2 inhibitors, primary screen, biochemical, QFRET, BODIPY PC-A2 liposome substrate; QFRET BODIPY PC-A2 liposome hydrolysis, fluorescence; inhibition, % at 12.2 µM; Group 3 secretory phospholipase A2 (Homo sapiens), Q9NZ20; hit rate 0.56% among 370,000;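 active means inhibition above mean plus 3 SD of compounds lying within the high and low control bounds, cut at about 19% in these data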;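 further: 0% = median of test compound wells and 100% = no enzyme DMSO wells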
ADAM10 inh = human ADAM10 inhibitors, primary screen, biochemical, QFRET, HTS | Disintegrin and metalloproteinase domain-containing protein 10 (Homo sapiens), O14672 | inhibition, % at 7 µM | AID 720582, 2013 | recombinant ADAM10, EDANS/DABCYL FRET peptide cleavage, 3 h | hit rate 0.62% among 370,000;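 active means inhibition above a per-campaign cutoff equal to the mean of compounds falling between control-based bounds plus 3 SD, cut at about 20% in these data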;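 further: 0% = DMSO wells while the 100% control is not disclosed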
DAX1 inh-2 = DAX1 (NR0B1) inhibitors on StAR promoter, primary screen, cell-based, luminescence, SF-1 (NR5A1), full-length DAX-1. HEK293T StAR-luciferase reporter, SF-1/DAX-1 repression relief. inhibition, % at 6.8 µM. hit rate 1.1% among 370,000. AID 652010, 2013;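 active means inhibition above the mean over all tested compounds plus 3 SD, cut at about 3.6% in these data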;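 further: 0% = DAX-1 cells with DMSO and 100% = cells lacking DAX-1 with DMSO; higher inhibition means more luminescence from relief of DAX-1 repression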
hcDAF12 agonist = H. contortus DAF-12 nuclear receptor activators, primary screen, cell-based, luminescence, HEK293, lit1-tk-luc reporter | AID 652067, 2013 | HEK293 hcDAF-12 lit1-tk-luc reporter; 0% DMSO, 100% Δ7-dafachronic acid | activation, % at 6.8 µM | hit rate 1.4% among 370,000;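 active means activation above the mean of all tested compounds plus 3 SD, cut at about 5.5% in these data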;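 further: 100% = response to 3 µM Δ7-dafachronic acid high control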
PLCg1 inh = PLC-gamma1 enzyme inhibitors, primary screen, biochemical, fluorescence, purified enzyme | inhibition, % at 12.2 µM | 1-phosphatidylinositol 4,5-bisphosphate phosphodiesterase gamma-1 (Homo sapiens), P19174 | hit rate 0.84% among 370,000 | AID 720700, 2013 | fluorogenic substrate; in the data active means inhibition above about 9.5%
ssDAF-12 act = S. stercoralis DAF-12 nuclear receptor activators, primary screen, cell-based, luminescence, HEK293, GRIP1 co-expression, lit1-tk-luc | Nuclear hormone receptor DAF-12 (Strongyloides stercoralis) | HEK293 ssDAF-12/GRIP1 lit1-tk-luc reporter; % of 3 µM dafachronic acid response | activation, % at 6.8 µM | hit rate 1% among 370,000 | AID 652126, 2013;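 active means activation above the mean over all tested compounds plus 3 SD, cut at about 0.9% in these data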;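 further: 0% = DMSO-only wells and 100% = 3 µM delta7-dafachronic acid wells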
PLCb3 inh = human PLC-beta3 inhibitors, primary screen, biochemical, fluorescence | inhibition, % at 12.2 µM | Purified PLC-beta3, fluorogenic substrate | 1-phosphatidylinositol 4,5-bisphosphate phosphodiesterase beta-3 (Homo sapiens), Q01970 | hit rate 0.18% among 370,000; in the data active means inhibition above about 11%;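 further: 0% = median of compound wells on plate and 100% = full blocker control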
* = called active by the depositor; x = no result given. Hits appear at their usual frequency; any-hit rate near 6.9%.

Every second line gives: GAA850 FXN act | ADAM17 inh | hgDAF-12 ag | DAX1 inh-1 | sPLA2-III inh | ADAM10 inh | DAX1 inh-2 | hcDAF12 agonist | PLCg1 inh | ssDAF-12 act | PLCb3 inh
CC(C)CN1C(=O)C[C@@]2(C(=O)N(C)c3ccc(NC(=O)c4cc(F)ccc4F)cc32)C1c1ccccc1 (some centres not stated)
  x | -2 | -3.4 | x | -5 | 2 | -0.3 | 0.0 | 1 | -1.8 | 3
COc1ccc(S(=O)(=O)N2CCCCCC2)c2ccccc12
  x | 4 | 0.4 | x | -1 | 9 | 0.1 | -0.2 | 2 | -1.2 | 1
CC1CCN(c2nc3ccccn3c(=O)c2C=O)CC1
  -0.3 | 2 | -1.2 | 0.6 | -4 | 3 | 0.1 | 0.1 | 0 | -1.2 | 0
C[C@@H](c1ccccc1)N1C[C@H]2CCCN2c2cc(Br)ccc2S1(=O)=O
  -4.7 | 5 | 4.1 | 0.2 | 2 | 3 | -0.9 | -2.7 | 2 | -1.5 | 2
COc1cc(NC(=O)Cn2cnc(S(=O)(=O)N3CCc4ccccc43)c2)cc(OC)c1OC
  -0.6 | 0 | -1.1 | -0.4 | -10 | 6 | 1.1 | -1.1 | 1 | -1.8 | -5
CC(C)[C@H](N)C(=O)NC[C@H]1O[C@@H](n2cnc3c(N)ncnc32)[C@H](O)[C@@H]1O
  1.8 | -1 | -5.3 | 0.6 | 13 | -11 | -1.2 | -0.4 | 5 | -1.4 | 1
C/C=C/c1ccc(OCC(=O)OCC(=O)NC2CC2)c(OC)c1
  1.2 | -1 | 1.1 | 0.2 | -3 | -2 | 1.2 | -0.6 | 0 | -1.6 | -4
Cc1ccc(NC(=S)Nc2cc(-c3ccccc3)[nH]n2)cc1Cl
  2.5 | 4 | 4.2 | -1.1 | -4 | 16 | -0.6 | 0.4 | 2 | -1.7 | 3
O=C(CC1C(=O)NCCN1Cc1cccc(Oc2ccccc2)c1)NCC1CCOCC1 (configuration not stated)
  0.5 | -6 | -3.9 | 2.5 | 9 | -13 | -1.3 | 0.5 | -6 | -0.8 | -8
CC1=C/C(=N\NC(=S)NCCc2ccccc2)CC(C)(C)C1
  1.3 | 0 | 5.4 | 1.4 | 18 | -8 | 1.6 | 4.8 | 1 | -1.1 | -6
CCCCCC(=O)Nc1cccc(C2=NOC3(C2)C[C@H](C(N)=O)N(C(=O)c2ccccc2C(=O)c2ccccc2)C3)c1 (some centres not stated)
  3.0 | 1 | -3.8 | -0.8 | -40 | 2 | -0.4 | -1.1 | 1 | -1.2 | 0
CC(=O)N1CCc2c(sc(NC(=O)c3ccc4c(c3)OCCO4)c2C#N)C1
  -3.4 | -5 | 6.3 | -0.3 | -2 | -29 | -1.1 | 1.1 | -45 | -1.0 | -55
CCCC(=O)NC(c1ccc(OC)c(OC)c1)c1cc(Cl)c2cccnc2c1O (configuration not stated)
  -3.4 | -4 | -1.4 | 1.1 | 5 | 13 | -0.9 | -0.9 | -2 | -0.5 | -4
Cc1ccc(C(=O)ON=C2CCN(c3ccc([N+](=O)[O-])cc3)CC2)cc1
  1.1 | 2 | 1.6 | 1.2 | -4 | 9 | 0.0 | 0.1 | 0 | -1.4 | 2
CCN(CC)C(=O)Cn1cnc([N+](=O)[O-])n1
  -2.6 | 2 | 4.3 | -0.1 | 3 | 1 | 0.6 | 0.1 | -1 | -1.3 | -3

(list continues)
Every second line gives: GAA850 FXN act | ADAM17 inh | hgDAF-12 ag | DAX1 inh-1 | sPLA2-III inh | ADAM10 inh | DAX1 inh-2 | hcDAF12 agonist | PLCg1 inh | ssDAF-12 act | PLCb3 inh
CCc1ccc(C(C)NC(=O)c2ncn[nH]2)cc1 (configuration not stated)
  -0.9 | 2 | 0.5 | 0.1 | -16 | 11 | -0.4 | -2.0 | 0 | -0.8 | 0
O=C(C[n+]1ccccc1)N1c2ccccc2Sc2ccccc21
  -0.7 | 2 | -1.0 | 4.5* | -2 | 2 | -0.9 | -1.6 | 3 | -0.9 | 3
Cc1ccc(-c2noc(CN(C(=O)CCN3C(=O)c4ccccc4C3=O)C(C)C)n2)cc1
  -1.7 | -4 | -0.9 | -0.3 | -14 | -4 | -0.6 | -2.2 | 0 | -1.8 | 0
O=C(CSc1ccc(-c2cccs2)nn1)Nc1ccccc1F
  0.8 | 1 | -0.6 | 0.8 | -3 | 5 | -1.3 | -1.5 | 2 | -1.8 | -1
O=C1NCCCC1C(=O)N/N=C/c1cccc(Cl)c1 (configuration not stated)
  0.5 | -1 | -1.7 | 1.4 | -3 | -1 | -0.5 | -1.7 | 1 | -1.1 | -5
O=C(CN1C(=O)/C(=C\c2ccc(F)cc2)Oc2ccccc21)N1CCN(c2ccccn2)CC1
  -0.5 | -16 | -1.0 | -2.3 | 0 | -63 | 0.6 | 1.4 | -109 | -0.5 | -124
CC(=O)Nc1cccc(NC(=O)c2ccccc2Cl)c1
  -0.7 | 1 | 1.7 | x | 5 | 2 | 2.3 | -1.8 | 7 | -0.6 | 6
Cc1nc(SCC(=O)N2CCN(C(=O)c3ccco3)CC2)c2c(C)c(C)sc2n1
  -0.5 | 1 | -1.4 | 0.9 | 2 | 11 | -1.1 | -2.8 | -8 | -1.3 | 4
COc1ccc(-c2nnc(NC(=O)c3c(OC)cccc3OC)s2)cc1
  1.0 | -4 | -0.4 | -0.2 | -4 | -8 | -0.5 | -1.2 | -35 | -1.5 | -51
Cc1cc(C)cc(NC(=O)CSc2nncn2-c2ccccn2)c1
  1.2 | -3 | 3.7 | -0.7 | -3 | -1 | -0.1 | -1.8 | -2 | -1.5 | -1
COc1ccc(CNC(=O)C[C@H]2C[C@H](C(=O)N3CCOCC3)[C@@]3(CCC4CCCC4)c4[nH]c5cc(CCC(=O)N(C)C)ccc5c4CCN3C2=O)cc1OC
  -0.3 | 0 | -2.2 | -1.9 | -10 | -8 | 3.4 | -0.5 | -2 | -0.7 | 0
COc1ccc(CNC(=O)C2CCCN(S(=O)(=O)c3ccc(Br)s3)C2)cc1 (configuration not stated)
  1.0 | -3 | -1.2 | -1.6 | -8 | 2 | -0.1 | 1.1 | -1 | -1.2 | -5
Cn1c(CN2CCCC2)nc2cc(NC(=O)COc3ccc([N+](=O)[O-])cc3)ccc21
  0.8 | -3 | -0.8 | 0.1 | -6 | -5 | -0.6 | 0.0 | -7 | -1.1 | -9
O=C1[C@@H](Oc2ccccc2)[C@@H](c2cccnc2)N1c1ccccc1
  -3.7 | 1 | 0.4 | -1.9 | 3 | -12 | -4.2 | -2.0 | 2 | -1.0 | 2
CC(C)Oc1ccc(S(=O)(=O)N2CCCCC2)cc1NC(=O)C1=NN(c2ccccc2)C(=O)CC1
  1.6 | -2 | 2.8 | 1.5 | -4 | -5 | 3.0 | 0.8 | -2 | -0.9 | -3

Next structures follow:
Every second line gives: GAA850 FXN act | ADAM17 inh | hgDAF-12 ag | DAX1 inh-1 | sPLA2-III inh | ADAM10 inh | DAX1 inh-2 | hcDAF12 agonist | PLCg1 inh | ssDAF-12 act | PLCb3 inh
CCN(C(=O)CSc1nc2ccccc2o1)c1c(N)n(Cc2ccccc2)c(=O)[nH]c1=O
  2.0 | -1 | -1.2 | 0.4 | -2 | -6 | -0.7 | -0.9 | -2 | -1.1 | -5
Cc1ccc(OCCOC(=O)CCc2nc3ccccc3c(=O)[nH]2)cc1
  1.6 | -2 | -1.4 | 0.2 | -2 | -2 | -0.1 | 0.5 | 0 | -1.9 | -1
CCN(C(=O)CSc1nnc(NC2CCCCC2)s1)C1CCS(=O)(=O)C1 (configuration not stated)
  -1.5 | -6 | -0.6 | -0.6 | 3 | 3 | -0.7 | -0.5 | 1 | -2.0 | 0
COc1ccc(C(=O)N2CCNC(=O)C2)cc1S(=O)(=O)Nc1ccc(Br)cc1
  1.6 | -4 | -0.3 | 0.1 | 10 | -16 | 1.1 | -0.9 | 5 | -1.2 | -6
Cc1c(NC(=O)/C(C#N)=C/c2ccc(-c3cc(Cl)ccc3Cl)o2)c(=O)n(-c2ccccc2)n1C
  0.9 | 1 | -0.4 | -0.4 | -7 | -1 | -0.8 | -0.7 | 3 | -1.3 | 3
Cc1ccc(C(=O)NCC(=O)OCc2cccc(Br)c2)cc1
  -1.5 | -2 | 0.5 | 1.4 | -3 | -2 | 0.1 | -1.4 | 0 | -1.1 | -6
Cc1cccc(NC(=O)c2ccc(S(=O)(=O)N3CCCCC3)cc2)n1
  2.4 | 7 | -1.7 | -0.6 | 10 | -6 | 0.2 | -1.2 | -1 | -1.7 | 2
CCC(Sc1ccccc1C(=O)O)C(=O)O (configuration not stated)
  2.0 | -10 | -2.0 | -0.1 | -5 | -3 | 0.7 | -0.7 | -1 | -0.7 | -3
O=C(NCc1ccc(F)cc1)c1cnccn1
  1.5 | -5 | 0.5 | 2.7 | -1 | -1 | -0.4 | -0.9 | 1 | -1.2 | -3
CCCC(CNC(C)=O)(C1=CCCCC1)c1ccccc1 (configuration not stated)
  -1.8 | -3 | 5.6 | -0.5 | 3 | -14 | -0.5 | -2.4 | 5 | -1.2 | 1
O=[N+]([O-])c1cccc(NC(=S)Nc2nc(-c3ccc(Cl)cc3Cl)cs2)c1
  x | -7 | 0.1 | x | 3 | -8 | -0.9 | 0.2 | 2 | -0.7 | -4
O=C1NC[C@H](Cc2ccc(O)cc2)N(C[C@@H]2CCCN2C[C@H](Cc2ccc(O)cc2)N2C[C@H](Cc3ccccc3)N(CC3CCCCC3)C(=O)C2=O)C1=O
  x | -1 | 7.5 | x | -18 | 3 | 0.3 | -0.7 | 0 | -1.3 | 2
CN1N=C(C(=O)N2CCc3c([nH]c4ccccc34)C2c2c(F)cccc2Cl)CCC1=O (configuration not stated)
  4.1 | -2 | 15* | 5.3* | -20 | -13 | 2.4 | 6.7* | -2 | 0.8 | -8
Cc1cc2c(cc1C)N(C(=O)CN1C(=O)c3ccccc3C1=O)C(C)(C)c1ssc(=S)c1-2
  0.0 | -3 | 1.8 | -1.1 | 7 | 3 | -0.2 | -2.2 | 5 | -0.7 | -2

Screening data as filed in PubChem.
